# TRPC4 block: inhibitors of mouse TRPC4 channel. hit rate 0.39% among 300,000. Q9QUQ5. AID 2247. B-score at 10 µM. HEK293 TRPC4beta/mu-opioid, DAMGO-evoked Fluo4 calcium flux; active compounds read low;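 active = B-score over 3 SD under the library average, no early fluorescence shift, positive overall ratio signal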
#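 Assay system: HEK293 cells with stable TRPC4beta plus mu-opioid receptor expression; Probe or stimulus: DAMGO in two steps, submaximal then maximal; Dosing: single-point compound dosing; Measured by: Fluo4 calcium-dye fluorescence, kinetic read; Read-out basis: B score from integrated Fluo4 fluorescence ratio.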
# TRPC4 agonist: opens the mouse TRPC4 cation channel; Q9QUQ5; HEK293 TRPC4beta/mu-opioid, Fluo4 calcium fluorescence; active compounds read high; B-score at 10 µM; hit rate 0.49% among 310,000; AID 2237;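 active = B-score above 5 SD of library B-scores, and initial fluorescence ratio not above library mean plus 5 SD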;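 also: positive B-score marks a calcium rise read as TRPC4 activation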
#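 Incubation: 45 min room-temperature Fluo4 loading, 110 s read / System: HEK293 cells stably co-expressing mouse TRPC4beta and mu-opioid receptor / Signal: Fluo4 fluorescence, kinetic / Control set: buffer (low) and maximal DAMGO (high) / Measure: integrated baseline-normalised fluorescence ratio, converted to per-well B score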
# KCNK9 inh: blocks the human KCNK9 two-pore domain potassium channel; AID 488922; Q9NPC2; HEK293 KCNK9, FluxOR thallium flux fluorescence; active compounds read low; hit rate 1.2% among 310,000; B-score at 10 µM;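 active = ratio B-score over 3 SD below the library mean, with starting fluorescence within 5 SD of its mean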;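 also: negative B-score means less thallium flux so channel inhibition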
# TRPC4 potent: TRPC4 (mouse) allosteric potentiation; Q9QUQ5; HEK293 TRPC4beta/mu-opioid, DAMGO EC20, Fluo-4 Ca2+ flux; active compounds read high; B-score at 10 µM; hit rate 0.42% among 310,000;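 active = B-score of calcium response area above 5 SD of library B-scores, with initial fluorescence ratio within 5 SD of library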;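 also: B-score of integrated fluorescence ratio over time as area under calcium response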
# hERG rescue: compounds protecting human hERG from proarrhythmic drug block. hit rate 0.51% among 310,000. AID 1511. activation (rescue from dofetilide block), less the hit threshold, % at 10 µM. Q12809. CHO-hERG, FluxOR thallium flux, dofetilide IC70 present;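 active = activation above the mean of controls blocked by dofetilide plus 5 SD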;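 also: thallium influx through hERG after potassium depolarization seen as dye fluorescence rise; in these data hits start at about 4.7%; inactives centre near -7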
# Target sequence (Q12809 whole entry, looked up): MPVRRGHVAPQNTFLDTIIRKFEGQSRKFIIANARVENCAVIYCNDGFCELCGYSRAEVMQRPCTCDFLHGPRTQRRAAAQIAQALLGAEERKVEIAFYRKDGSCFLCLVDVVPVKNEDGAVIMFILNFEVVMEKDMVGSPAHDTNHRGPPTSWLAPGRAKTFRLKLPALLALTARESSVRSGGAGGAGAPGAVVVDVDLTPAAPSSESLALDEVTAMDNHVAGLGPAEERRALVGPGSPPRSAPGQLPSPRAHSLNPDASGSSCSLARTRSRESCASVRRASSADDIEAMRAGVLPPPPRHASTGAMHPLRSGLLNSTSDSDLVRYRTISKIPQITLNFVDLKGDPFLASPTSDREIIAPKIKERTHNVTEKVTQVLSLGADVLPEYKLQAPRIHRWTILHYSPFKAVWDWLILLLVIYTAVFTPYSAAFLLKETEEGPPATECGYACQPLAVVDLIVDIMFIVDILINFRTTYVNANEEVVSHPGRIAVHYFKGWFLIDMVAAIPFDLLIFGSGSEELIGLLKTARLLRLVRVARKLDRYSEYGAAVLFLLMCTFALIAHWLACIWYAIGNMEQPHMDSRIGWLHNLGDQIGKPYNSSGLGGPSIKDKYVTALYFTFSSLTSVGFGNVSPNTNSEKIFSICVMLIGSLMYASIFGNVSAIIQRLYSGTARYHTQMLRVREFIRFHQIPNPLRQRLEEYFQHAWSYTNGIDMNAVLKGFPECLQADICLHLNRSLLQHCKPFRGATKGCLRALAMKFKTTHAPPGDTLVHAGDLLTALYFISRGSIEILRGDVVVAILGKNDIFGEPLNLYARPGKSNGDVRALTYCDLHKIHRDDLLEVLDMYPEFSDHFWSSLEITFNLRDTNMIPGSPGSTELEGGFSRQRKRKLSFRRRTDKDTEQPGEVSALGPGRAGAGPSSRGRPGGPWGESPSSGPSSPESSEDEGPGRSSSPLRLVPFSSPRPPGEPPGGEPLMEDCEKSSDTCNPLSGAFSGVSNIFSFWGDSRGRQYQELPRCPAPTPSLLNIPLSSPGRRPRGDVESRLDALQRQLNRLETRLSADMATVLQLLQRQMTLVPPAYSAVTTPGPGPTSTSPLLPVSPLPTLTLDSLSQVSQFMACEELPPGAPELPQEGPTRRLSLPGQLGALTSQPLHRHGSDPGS
# KCNQ1 pot: potentiators or activators of human KCNQ1 potassium channel; hit rate 0.35% among 310,000; CHO-K1 KCNQ1, thallium flux FluxOR fluorescence; active compounds read high; P51787; B-score at 10 µM;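 active = fluorescence ratio B-score, a plate-corrected score, at least three library SD, with initial intensity B-score within 5 SD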
#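 Assay system: CHO-K1 cells stably expressing KCNQ1. Medium: assay buffer for compound exposure, DMSO matched across wells. Timing: 37 °C overnight plating, 90-min dark dye load, 20-min compound pretreatment. Signal: kinetic FluxOR fluorescence, 10 s baseline plus 110 s post-stimulus.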
# KCNQ1 inh: blocks the human KCNQ1 potassium channel; hit rate 1.3% among 310,000; CHO-K1 KCNQ1, FluxOR thallium flux fluorescence; active compounds read high; AID 2642; B-score at 10 µM;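 active = compounds whose thallium flux B-score, printed positive for inhibition, exceeds three library SD while starting fluorescence stays within three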;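 also: channel opened by potassium depolarization with thallium stimulus after 20 min compound exposure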
# KCNK3 block: human KCNK3 channel inhibition, primary screen | O14649 | CHO-KCNK3 thallium flux, FluxOR fluorescence; active compounds read low | B-score at 10 µM | hit rate 0.84% among 340,000;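 active = B-score under library mean minus 4 SD, starting fluorescence ratio at most library mean plus 5 SD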;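 also: more negative B-score means stronger inhibition of thallium flux through KCNK3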
# Platelet DG rel: modulates dense granule release in human platelets | human platelet-rich plasma, SFLLRN dense granule ATP release, luminescence | inhibition, %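 (compounds screened at 7.5 µM in platelet-rich plasma)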 | hit rate 0.22% among 300,000;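 active = mean replicate score, as percent of positive control, at or above 50; inconclusive = mean below 50 but at least one replicate at or above 50; inactive = mean and every replicate below 50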
# DYRK1A inh: Dyrk1A (rat) kinase inhibition; Q63470; ADP-Glo luminescence, NFATc1 peptide; inhibition, % at 12.5 µM; hit rate 0.43% among 310,000; in the data active = inhibition above about 50%;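 also: plate controls were vehicle with enzyme for no effect and no enzyme for full effect; many of its hits are not listed in these tables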
# PolyA inh: inhibitors of polyadenylation in S. cerevisiae | S. cerevisiae SKY197-pL101 polyadenylation reporter, beta-gal luminescence; efflux-impaired pdr1/pdr3 knockout yeast; score 100 = 6 SD above DMSO | calls only at 12 µM | hit rate 0.02% among 300,000 | AID 1875;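 active = lowest replicate activity score at least 50, where 100 means six control SD above control mean; inconclusive = lowest score under 50 but half or more replicates reach 50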;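 also: yeast exposed to compound for 9 h at 30 °C; higher score means more reporter readthrough which indicates perturbed polyadenylation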
# An asterisk follows results filed as active; i = inactive; u = inconclusive; x = no result given.
SMILES,TRPC4 block,TRPC4 agonist,KCNK9 inh,TRPC4 potent,hERG rescue,KCNQ1 pot,KCNQ1 inh,KCNK3 block,Platelet DG rel,DYRK1A inh,PolyA inh
C(=C\c1ccccc1)/CSc1nnc(-c2cccnc2)o1,i,i,i,i,-10.2,i,i,i,-4.8,4.5,i
Cc1nn(C)c(C(=O)N/N=C/c2cccc3ccccc23)c1Cl,i,i,i,i,-5.3,i,i,i,9.7,5.7,i
O=C(CSc1ccc2c(c1)OCCO2)Nc1cccnc1,i,i,i,i,-14.7,i,i,i,3.1,-1.2,i
CCc1nnc(NC(=O)CN2C(=O)c3ccccc3S2(=O)=O)s1,i,i,i,i,-3.2,i,i,i,2.2,-1.5,i
Cc1cccc(-n2ncc3c(NCc4cccnc4)ncnc32)c1,i,i,i,i,-6.3,i,i,i,12.9,12.5,x
COc1ccc(Cc2nc3ccc(C(=O)NC(C)c4cnn(C)c4)cc3o2)cc1 (configuration not stated),i,i,i,i,-3.8,i,i,i,5.1,-3.2,i
O=C1CC(Sc2nnc(-c3ccccc3)o2)C(=O)N1c1ccccc1 (configuration not stated),i,i,i,i,-6.7,i,i,i,8.7,-2.5,i
CCC(C)NC(=O)Nc1ccc(C)cc1C (configuration not stated),i,i,i,i,-5.3,i,i,i,0.6,16.0,i
COc1ccc(NC(=O)CC(C)(C)C)c([N+](=O)[O-])c1,i,i,i,i,-9.5,i,i,i,8.6,0.4,i
O=C1NN(c2ccccc2)C(=O)C2C1C1C=CC2C12CC2 (configuration not stated),i,i,i,i,-7.2,i,i,i,8.6,-3.1,i
CC(OC(=O)/C=C/c1cccs1)C(=O)Nc1ccc(S(N)(=O)=O)cc1 (configuration not stated),i,i,i,i,-7.6,i,i,i,5.9,7.0,i
CCOCCCN1CC(C(=O)NCCc2ccccc2)CC1=O (configuration not stated),i,i,i,i,-8.2,i,i,i,-3.1,-0.1,i
CNC(=O)CSc1nc2nc(C)cc(C)n2n1,i,i,i,i,-4.0,i,i,i,u,-4.4,i
Cc1ccc(OCC(=O)OCc2nc3scc(-c4ccccc4)c3c(=O)[nH]2)cc1C,i,i,i,i,-18.0,i,i,i,4.0,0.5,i
CC(C)C(=O)N1CCC2(CC1)Oc1ccc(Cl)cc1C(=O)C21CC(c2cccnc2)=NO1 (configuration not stated),i,i,i,i,-7.9,i,i,i,0.4,8.1,i
COC(=O)c1ccc(CNC(=O)c2cc3ccccc3oc2=O)cc1,i,i,i,i,-4.7,i,i,i,0.0,-0.1,i
O=C(O)CSc1nnc(-c2ccncc2)n1C1CCCCC1,i,i,i,i,-6.4,i,i,i,-0.1,-6.6,i
CCOC(=O)C1CCN(Cc2cn[nH]c2-c2ccccc2)CC1,i,i,i,i,-10.7,i,i,i,-6.3,-2.9,i
C=CCn1cnc2c(nnn2-c2ccc(OC)c(OC)c2)c1=O,i,i,i,i,-13.3,i,i,i,1.7,x,i
CCOC(=O)C1=C(C)C(c2ccc(OC)cc2)NC(=O)N1 (configuration not stated),i,i,i,i,-10.3,i,i,i,2.1,-2.7,i
CCCCC(=O)NC(=S)Nc1cccc(C(=O)O)c1,i,i,i,i,-5.8,i,i,i,8.0,-3.7,i
CCOC(=O)C1CCCN(C(=O)C2CCN(S(=O)(=O)c3cnc[nH]3)CC2)C1 (configuration not stated),i,i,i,i,-3.6,i,i,i,-5.1,-3.6,i
CCCCCC(=O)N/N=C/c1ccc(N(C)C)cc1,i,i,i,i,-5.2,i,i,i,3.8,-1.4,i
O=C(O)CC/C(=C\c1ccc(Cl)c([N+](=O)[O-])c1)c1nc2ccccc2s1,i,i,i,i,-9.2,i,i,i,-2.5,0.0,i
CCOC(=O)c1c(CSC(=N)N)n(C)c2cc(Br)c(OC(C)=O)cc12,i,i,i,i,-20.4,i,8*,-8.79*,21.3,3.2,i
CC(=O)N1c2ccc(S(=O)(=O)N(C)CC(=O)NC(C)c3ccccc3)cc2CC1C (configuration not stated),i,i,i,i,-9.1,i,i,i,3.7,3.9,i
COc1cccc(-c2nnc3sc(-c4ccc(C)cc4)nn23)c1,i,i,i,i,-12.4,i,i,x,12.5,x,i
COc1ccc2[nH]c3c(N4CCC(O)(c5cccc(C(F)(F)F)c5)CC4)ncnc3c2c1,i,i,i,i,-15.6,i,i,-11.9*,6.0,9.7,i
CN1CCN(Cc2nc3ccccc3c(=O)n2Cc2nc(-c3ccccc3F)cs2)CC1,i,i,i,i,-7.2,i,i,i,-101.1,-7.9,i
CCOC(=O)c1c(NC(=S)Nc2ccc(OC)cc2)sc2c1CCCCC2,i,i,i,i,-8.5,i,i,i,-25.3,-0.4,i
CCC(C)NC(=O)CSc1nc2cc3c(cc2c(=O)n1Cc1ccco1)OCO3 (configuration not stated),i,i,i,i,-7.4,i,i,i,4.1,x,i
S=C1NCCOCCOCCOCCOCCN1,i,i,i,i,-0.2,i,i,i,-2.7,0.3,i
CCC(=O)Nc1cccc(C2=NOC3(C2)C[C@H](C(N)=O)N(C(=O)Cc2ccc([N+](=O)[O-])cc2)C3)c1 (some centres not stated),i,i,i,i,-6.1,i,i,i,6.2,15.0,i
COc1cc(C)c(Cl)cc1S(=O)(=O)n1ccnc1C,i,i,i,i,-11.3,i,i,i,-11.9,-0.5,i
Cc1ccc(OCCCOc2cccc3cccnc23)cc1C,i,i,i,i,-9.1,i,i,i,6.4,-5.2,i
O=C(Nc1ccc2ccccc2c1)c1ccc(Br)o1,i,i,i,i,-4.7,i,i,i,3.5,13.4,i
Cc1nnc(-c2cnn(C)c2N)n1CCCN(C)C,i,i,i,i,-6.5,i,i,i,4.7,-10.4,i
Cc1nc(-c2ccc(NC(=O)Cc3ccccc3)cc2)cs1,i,i,i,i,2.1,8*,i,i,-4.3,-1.3,i
COc1ccc(NC(=O)CSc2nnc(-c3cccnc3)o2)c(OC)c1,i,i,i,i,-10.0,i,i,i,4.7,3.1,i
COc1cc(C(=O)NC2CC(C)(C)NC(C)(C)C2)cc(OC)c1OC,i,i,i,i,-5.8,i,i,i,3.1,3.5,i
O=C(NN1C(=O)/C(=C\c2cccnc2)SC1=S)c1ccco1,i,i,i,i,-24.3,i,i,i,-1.9,4.6,i
CCc1ccc(-c2cc(C)no2)cc1S(=O)(=O)N1CCOc2ccccc21,i,i,-12.1*,i,-15.1,i,i,-14.6*,2.4,-0.1,i
O=C(/C(=C(\[O-])c1ccccc1)[n+]1ccc2ccccc2c1)c1ccc([N+](=O)[O-])cc1,i,i,i,i,-8.8,i,i,i,-2.6,0.4,i
COCc1c(C(=O)OCc2c(C)noc2C)oc2ccccc12,i,i,i,i,-1.9,i,i,i,-2.3,8.0,i
Cc1cc(C)c(CSc2ncc(-c3ccc([N+](=O)[O-])cc3)[nH]2)c(C)c1,i,i,i,i,-8.9,i,16*,i,-0.4,5.8,i
CCc1nc(SCC#N)c(C#N)cc1C,i,i,i,i,-12.0,i,i,x,-3.2,x,i
COc1ccc2cc(CN(CCCN3CCOCC3)Cc3nnnn3C3CCCCC3)c(=O)[nH]c2c1,i,i,i,i,-2.3,i,i,i,-1.3,-4.9,i
CCCCCOc1ccc(CSc2n[nH]c(C)n2)cc1,i,i,i,i,-5.8,i,i,i,5.8,3.4,i
O=C(NC(=S)N(Cc1ccccc1)c1ccccn1)C1CC1,i,i,i,i,-5.2,i,i,i,-3.0,4.3,i
CCOC(=O)Nc1cc(Br)c2c(c1)OCCO2,i,i,i,i,-0.9,i,i,i,11.3,0.7,i
COc1ccc(-c2cc(C(=O)O)nc3ccc4ccccc4c23)cc1OC,i,i,i,i,-11.3,i,i,i,-3.5,5.3,i
Cc1ccccc1Nc1nc(=O)c2cc([N+](=O)[O-])ccc2s1,i,i,i,i,-1.1,i,i,i,-5.0,-1.2,i
O=S(=O)(NCC(c1cccnc1)N1CCN(c2ccccc2F)CC1)c1cccs1 (configuration not stated),i,i,i,i,-4.2,i,i,i,17.0,-5.5,x
CCN(CC(=O)Nc1ccc2c(c1)OCCO2)C(=O)CSCC(=O)Nc1ccc(C)cc1,i,i,i,i,-9.9,i,i,i,7.1,7.2,i
COc1ccc(OC)c(Nc2nc3ccc(C)cc3n3cnnc23)c1,i,i,i,i,-14.1,i,i,i,-5.1,-1.0,i
COC(=O)c1cn(C)c2ccc(S(=O)(=O)N3CCCCC3)cc2c1=O,i,i,i,i,-9.3,i,i,i,0.2,3.1,i
COc1ccc(-n2c(SCC(=O)Nc3ccc(Cl)cc3)nc(O)c(Cc3ccccc3)c2=O)cc1,i,i,i,i,1.6,i,i,i,-4.5,0.8,i
COc1ccc(-c2csc(NC(=O)CN3C(=O)C4CC=CCC4C3=O)n2)cc1OC (configuration not stated),i,i,i,i,-4.0,i,i,i,0.6,-0.1,i
O=C(CSc1nnc(-c2ccc(NS(=O)(=O)c3ccccc3)cc2)o1)NCC1CCCO1 (configuration not stated),i,i,i,i,-12.4,i,i,i,-12.1,-2.9,i
O=C(COC(=O)c1cc(S(=O)(=O)N2CCOCC2)cs1)c1ccccc1,i,i,i,i,-12.2,i,i,i,-0.5,0.7,x
# (list continues)
SMILES,TRPC4 block,TRPC4 agonist,KCNK9 inh,TRPC4 potent,hERG rescue,KCNQ1 pot,KCNQ1 inh,KCNK3 block,Platelet DG rel,DYRK1A inh,PolyA inh
O=C(O)COc1ccccc1/C=N/NC(=O)CSc1nc2ccccc2c(=O)n1-c1ccccc1,i,i,i,i,-12.3,i,i,i,-2.9,2.2,i
CCn1cc(Cl)c(C(=O)Nc2cc(C(=O)OC)cc(C(=O)OC)c2)n1,i,i,i,i,-2.7,i,i,i,8.0,-4.1,i
Cc1ccccc1OCC1CN(CN2CCOCC2)C(=O)O1 (configuration not stated),i,i,i,i,-10.1,i,i,i,2.2,1.6,i
O=C(Nc1nc2ccccc2s1)c1cc(-c2ccccc2)nn1-c1ccccc1,i,i,i,i,-3.2,i,i,i,-9.3,7.5,i
Cc1ccsc1/C=N/NC(=O)c1cc(-c2ccncc2)nc2ccccc12,i,i,i,i,-7.2,i,i,i,5.7,-0.3,i
CCN(CC)CCNC(=O)c1ccc(NC(=O)c2cc(-c3ccco3)nc3ccccc23)cc1,i,i,i,i,-9.1,i,i,i,5.3,7.5,i
CN(C)C(=O)CN1C(=O)NC2(CCc3ccccc32)C1=O (configuration not stated),i,i,i,i,-4.7,i,i,i,5.1,4.3,i

# Screening data (PubChem BioAssay)

# A portion of the library, so the mix of outcomes need not match the whole.
